Assay outcomes (PubChem BioAssay)
PrPC surface inh – inhibitors of human cell surface prion protein PrPC, primary screen, cell-based, TR-FRET. Major prion protein (Homo sapiens), P04156. TR-FRET read-out. inhibition, % at 13.8 µM. 0.43% of 370,000 active; in the data active = inhibition above about 24%; also: 0% = median of the test wells and 100% = reference compound wells
TcdB inh – TcdB glycohydrolase inhibitors, primary screen, biochemical, single point, plate reader. Toxin B (Clostridioides difficile), P18177. TcdB glycohydrolase enzymatic assay. inhibition, % at 9.99 µM. 0.24% of 350,000 active. AID 652162, 2013; in the data active = inhibition above about 10%
BoNT-F LC inh – BoNT/F light chain protease inhibitors, primary screen, biochemical, flow cytometry, MLPCN library. 0.22% of 360,000 active. inhibition, % at 10 µM. Botulinum neurotoxin type F light chain protease (Clostridium botulinum). Multiplex microsphere protease cleavage assay; in the data active = inhibition above about 35%, passing the limit was not always enough; inconclusive = no clear call, values can overlap the other calls; also: plate controls were buffer without enzyme for full effect and enzyme alone for no effect
Yp Topo-I inh – Yersinia pestis topoisomerase I inhibitors, primary screen, biochemical, cleavage product accumulation, plate reader, single point; Y. pestis Topo-I cleavage product accumulation; activity, % at 10 µM; 0.064% of 360,000 active; in the data active = activity above about 50%, passing the limit was not always enough; inconclusive = no clear call, values can overlap the other calls; also: inactives centre near 2
BoNT-A LC inh2 – BoNT/A light chain protease inhibitors, primary screen, biochemical, flow cytometry, MLPCN library. Botulinum neurotoxin type A light chain protease (Clostridium botulinum A str. ATCC 3502). 0.17% of 360,000 active. multiplex microsphere protease substrate cleavage. inhibition, % at 10 µM; also: plate controls were buffer without enzyme for full effect and enzyme alone for no effect
FadD28 binding – inhibitors of FadD28 bisubstrate probe binding, primary screen, biochemical, fluorescence polarization, single point. Mycobacterium tuberculosis FadD28 fatty-acid-AMP ligase. 0.22% of 360,000 active. AID 588549, 2011. inhibition, % at 12.5 µM; in the data active = inhibition above about 8.5%, passing the limit was not always enough; inconclusive = no clear call, values can overlap the other calls
CCHFV vOTU inh – CCHFV vOTU protease inhibitors, primary screen, biochemical, Pep-AMC substrate, fluorescence | inhibition, % at 11.5 µM | 0.55% of 370,000 active | AID 651958, 2012; in the data active = inhibition above about 30%; also: 0% = vehicle wells with enzyme and 100% = no enzyme wells
PfHsp40 yeast – rescue of yeast from PfHsp40 toxicity, primary screen, S. cerevisiae, ATP luminescence; S. cerevisiae expressing PfHsp40, growth rescue; growth rescue, % at 12.5 µM; 0.68% of 340,000 active; AID 504582, 2011; in the data active = growth rescue above about 28%, passing the limit was not always enough; inconclusive = no clear call, values can overlap the other calls;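 also: yeast W303a lacking pdr1 and pdr3 grown in galactose medium; growth measured after three days at 30 °C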
Anthrax LF prot – Bacillus anthracis LF protease inhibitors, primary screen, biochemical, multiplex microsphere, MLPCN library; multiplex microsphere protease cleavage assay; inhibition, % at 10 µM; 0.12% of 360,000 active; AID 588501, 2011; also: plate controls were buffer without enzyme for full effect and enzyme alone for no effect
Target sequence (P15917 whole entry, looked up): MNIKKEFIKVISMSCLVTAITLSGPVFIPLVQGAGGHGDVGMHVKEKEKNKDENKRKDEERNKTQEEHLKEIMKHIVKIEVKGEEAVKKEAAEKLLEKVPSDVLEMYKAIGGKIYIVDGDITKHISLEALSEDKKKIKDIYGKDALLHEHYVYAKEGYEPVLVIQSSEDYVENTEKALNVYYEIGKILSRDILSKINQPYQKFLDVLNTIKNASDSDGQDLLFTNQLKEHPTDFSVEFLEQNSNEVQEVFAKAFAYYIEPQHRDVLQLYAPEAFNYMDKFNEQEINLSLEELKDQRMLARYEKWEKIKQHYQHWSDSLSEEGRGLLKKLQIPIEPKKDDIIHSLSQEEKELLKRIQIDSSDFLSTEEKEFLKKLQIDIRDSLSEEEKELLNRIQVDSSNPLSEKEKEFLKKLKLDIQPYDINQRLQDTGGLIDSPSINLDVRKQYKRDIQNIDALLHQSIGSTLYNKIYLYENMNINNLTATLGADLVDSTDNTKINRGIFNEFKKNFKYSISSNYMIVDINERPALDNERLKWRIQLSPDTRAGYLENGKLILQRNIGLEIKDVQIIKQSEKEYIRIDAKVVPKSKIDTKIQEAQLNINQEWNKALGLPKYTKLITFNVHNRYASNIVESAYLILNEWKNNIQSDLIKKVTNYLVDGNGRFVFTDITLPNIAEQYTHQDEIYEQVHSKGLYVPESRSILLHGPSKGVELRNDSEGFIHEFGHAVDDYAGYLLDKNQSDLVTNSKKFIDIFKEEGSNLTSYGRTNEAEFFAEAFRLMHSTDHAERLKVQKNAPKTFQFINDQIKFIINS
* = called active by the depositor; u = inconclusive; x = no result given. Rule as the data show it, unless noted: active = inhibition above about 30%; inconclusive = no clear call, values can overlap the other calls; inactive = below that.

SMILES	PrPC surface inh	TcdB inh	BoNT-F LC inh	Yp Topo-I inh	BoNT-A LC inh2	FadD28 binding	CCHFV vOTU inh	PfHsp40 yeast	Anthrax LF prot
Cc1cccc(-c2nc(C#N)c(N3CCC(C)CC3)o2)c1	-5	1.4	14	15	1.4	0.2	-27	0.1	-12
CC(=O)NCCC(=O)NCC1(N(C)Cc2ccccc2)Cc2ccccc2C1	2	1.1	7	-1	-3.1	-3.6	-5	-1.9	6
CCOC(=O)C1=C(c2ccccc2)O/C(=C(/C(=O)OC)C(F)(F)F)S1	-5	1.1	-13	1	-1.1	1.0	-1	8.0	0
CCOC(=O)N1CCN(S(=O)(=O)N(C)C)CC1	-5	x	6	-2	0.1	-4.6	8	0.7	0
C/C(=N\NC(=O)CSc1nc2ccccc2c(=O)n1-c1ccccc1C)c1cccs1	3	12*	5	3	-0.5	-3.3	0	0.0	1
COc1ccc(C(C)=O)cc1CSc1ccc2c(c1)OCCO2	11	-5.6	-6	27	0.6	-1.6	8	0.5	-2
CN(CCCNC(=O)c1cc2c(=O)[nH]c3ccccc3c2n1C)Cc1ccccc1	-3	-0.5	-3	22	0.2	-4.1	-4	-0.1	-4
O=C(NC1CCN(S(=O)(=O)c2ccc(F)cc2)CC1)c1cccnc1	-4	0.4	-8	-7	0.3	-2.9	2	0.3	-6
CCn1c2ccccc2c2nnc(SCc3ccccc3)nc21	17	1.6	-4	44	0.4	-4.9	0	0.5	-4
O=C(c1ccc(Cl)c(S(=O)(=O)N2CCCCC2)c1)N1CCCC1	-2	0.9	x	7	x	0.1	9	-1.4	x
O=S(=O)(NCCc1ccccc1)c1ccc(-n2cnnn2)cc1	-2	0.1	-10	9	-6.1	-1.4	6	1.3	-14
O=C(O)c1cccc(S(=O)(=O)Nc2cccc(S(=O)(=O)N3CCCC3)c2)c1	0	-0.4	-4	-8	-0.9	x	4	0.8	-3
O=C(Nc1ccccc1Oc1cccnc1)C1CCCN(C/C=C/c2ccccc2)C1 (stereo not given)	-7	1.3	11	16	-2.4	-3.5	4	0.0	5
COc1cccc(CN2CCCC(C(=O)c3ccc4c(c3)OCO4)C2)c1O (stereo not given)	-12	-2.4	-6	-1	-0.6	-0.1	-16	0.0	-3
CC(=O)NCCCNc1ccc([N+](=O)[O-])cc1	-20	x	-3	-1	-0.3	-3.0	17	-0.1	0

An excerpt from above in order of SMILES length, lowest first:
SMILES	PrPC surface inh	TcdB inh	BoNT-F LC inh	Yp Topo-I inh	BoNT-A LC inh2	FadD28 binding	CCHFV vOTU inh	PfHsp40 yeast	Anthrax LF prot
O=S(=O)(NCCc1ccccc1)c1ccc(-n2cnnn2)cc1	-2	0.1	-10	9	-6.1	-1.4	6	1.3	-14
O=C(c1ccc(Cl)c(S(=O)(=O)N2CCCCC2)c1)N1CCCC1	-2	0.9	x	7	x	0.1	9	-1.4	x
COc1cccc(CN2CCCC(C(=O)c3ccc4c(c3)OCO4)C2)c1O (stereo not given)	-12	-2.4	-6	-1	-0.6	-0.1	-16	0.0	-3
CN(CCCNC(=O)c1cc2c(=O)[nH]c3ccccc3c2n1C)Cc1ccccc1	-3	-0.5	-3	22	0.2	-4.1	-4	-0.1	-4

The list goes on.
SMILES	PrPC surface inh	TcdB inh	BoNT-F LC inh	Yp Topo-I inh	BoNT-A LC inh2	FadD28 binding	CCHFV vOTU inh	PfHsp40 yeast	Anthrax LF prot
CCN1CCN(CCC(=O)Nc2cccc(OC)c2)CC1	-6	x	-10	-8	0.0	-0.3	-5	-0.2	-2
N#Cc1ccccc1Cn1cc(/C=N/Nc2ccc([N+](=O)[O-])cn2)c2ccccc21	-6	0.9	-6	-12	0.4	-1.5	3	-1.1	-6
CCOC(=O)/C=c1\s/c(=C\c2ccc(C(=O)OC)cc2)c(=O)n1CC(=O)Nc1ccccc1	0	1.6	-4	2	0.3	-0.2	-8	2.1	-4
C=CCNC(=O)c1cc2cccc(OC)c2oc1=O	1	-0.4	-2	1	-0.4	0.9	-9	-0.4	-2
Cc1ccc(NC(=O)C2=C(c3ccccc3)S(=O)(=O)CCS2(=O)=O)cc1	12	0.8	0	-3	-0.6	-1.2	5	0.5	-1
CN(C)C(CNC(=S)Nc1ccc(F)cc1)c1cccnc1 (stereo not given)	1	0.6	-2	3	0.2	-4.5	5	0.0	-2
COc1cc(C(=O)N2CCC2(C)C(=O)O)cc(OC)c1OC (stereo not given)	-1	1.0	9	-7	-0.1	-3.5	0	x	-8
Cc1ccc(C)c(OCC(=O)Nc2nc3ccc([N+](=O)[O-])cc3s2)c1	0	x	9	-4	0.0	-0.8	-10	-1.0	2
CCOc1ccc(C(C)=O)cc1CSc1nnnn1-c1ccc(O)cc1	16	0.5	-7	7	-0.6	-4.2	-6	-1.4	-10
O=C(Nc1ccc2[nH]c(=O)[nH]c2c1)c1c(F)c(F)c(F)c(F)c1F	5	0.4	2	1	-0.4	-3.2	3	-1.0	-2
CSCCC(NC(=O)COc1ccccc1)C(=O)N1CCN(C(C)=O)CC1 (stereo not given)	-3	0.2	-4	7	-0.8	-2.7	-3	u	-3
Cn1c2ccccc2c(=O)c2ccc(Cl)cc21	-4	-0.2	4	7	0.5	-3.9	-113	x	2
O=C(NCC1CCCO1)C(c1cccnc1)N(C(=O)Cc1cccs1)c1ccccc1 (stereo not given)	-3	0.5	2	-6	1.2	-2.5	-11	0.0	-3
CC(C)C12CN3CCN(CC(C3)C1O)C2 (stereo not given)	1	x	-5	15	-1.9	-0.6	-6	-0.7	-2
COc1ccc2nnc(-c3ccccc3)n2n1	7	x	9	-6	0.9	-2.2	-6	0.5	0
CCOc1ccc(NC(=O)C2=C(C)NC(=S)NC2c2ccc(O)c(OC)c2)cc1 (stereo not given)	-5	1.4	3	-10	0.9	-2.2	6	-0.8	0
COc1ccc(CC(=O)OCN2C(=O)c3ccccc3C2=O)cc1OC	-1	-0.1	0	10	-0.1	0.8	17	-0.9	0
Cc1cc(S(=O)(=O)Nc2c(C(=O)O)[nH]c3ccccc23)ccc1F	2	x	0	-6	-0.3	-3.2	3	-1.1	1
COc1cc(/C=C2\SC(=S)N(CC(=O)Nc3cccnc3)C2=O)cc(OC)c1OC	-2	1.2	5	9	16	u	-5	1.0	13
COc1ccc(S(=O)(=O)N2CCN(C(=O)CN3C(=O)NC4(CCCC4)C3=O)CC2)cc1	-2	0.5	13	6	3.0	-3.4	-7	-0.9	-2
CCC(C)NC(=O)c1[nH]c(C)c(C(=O)OC)c1C (stereo not given)	-2	x	-1	5	0.2	-0.9	-3	-2.0	-1
Cc1oc2cc3oc(=O)c(CC(=O)N[C@@H](C)C(=O)NC(Cc4ccc(Cl)cc4)C(=O)O)c(C)c3cc2c1C (stereo not given in full)	11	x	-2	10	-0.5	-3.7	-19	1.0	7
COc1cccc(N2CC(C(=O)Nc3nnc(SCc4ccccn4)s3)CC2=O)c1 (stereo not given)	-7	x	6	19	3.5	0.0	6	0.9	1
COc1ccc2cc(C3=CCCC3(C)C(=O)O)ccc2c1 (stereo not given)	6	-0.6	3	2	0.5	x	-4	-1.2	-6
Cc1cc(C)n(C(=O)CNC(=O)c2ccccc2F)n1	5	1.5	2	-10	1.0	0.0	3	-1.7	-2
Cc1c(Cl)cccc1NC(=O)CNc1cccc(C(F)(F)F)c1	0	0.8	2	-6	0.5	-1.7	-3	1.7	0
Cc1sccc1/C=N/NC(=O)c1cccc2ccccc12	-5	x	-1	6	0.4	-0.8	-4	1.1	-1
O=C(CSc1nnc(-c2cnccn2)n1Cc1ccco1)Nc1ccc(Br)cc1	6	x	3	24	-0.4	-2.8	3	1.2	0
COc1ccc(-c2csc(Nc3ccccn3)n2)cc1	9	-0.3	0	-13	-0.1	-1.1	-4	4.5	-5
COc1ccc(F)cc1-c1cc(C(=O)Nc2ccc(NC(C)=O)cc2)[nH]n1	11	1.7	-7	6	-0.9	1.3	15	x	-12
CC(C)Oc1ccc(S(=O)(=O)N2CCOCC2)cc1NC(=O)c1cc([N+](=O)[O-])ccc1N1CCOCC1	-27	1.0	5	35	2.4	0.6	0	1.4	-1
O=C1NC(=O)C2(COC(c3cccc([N+](=O)[O-])c3)OC2)S1 (stereo not given)	-16	-1.5	-8	2	0.3	-1.2	24	-0.1	0
CCN(CC)C(=O)Cn1cc(S(=O)(=O)CC(=O)NCCc2ccccc2)c2ccccc21	-3	2.0	6	15	2.6	-0.3	-2	-0.8	-1
Cc1ccc(-n2c(SCC(N)=O)nnc2-c2cccnc2)c(C)c1	0	x	-9	0	0.5	-1.8	-17	-0.3	-14
COC(=O)C(CC(=O)Nc1cc(C)ccc1C)Nc1ccccc1OC (stereo not given)	-3	x	6	-3	0.1	1.1	6	0.3	4
C=C(C)CNC(=S)N/N=C(\C)c1ccc(-n2ccnc2)cc1	0	x	-2	14	-0.6	-5.9	-7	-0.5	0
COc1ccc(-c2cc3onc(-c4c(Cl)cccc4Cl)c3c(=O)n2C)cc1	1	0.2	-4	8	-0.5	0.8	5	2.3	-7
O=C(c1cccc(S(=O)(=O)NCc2ccccc2)c1)N1CCN(c2cccc(C(F)(F)F)c2)CC1	13	1.7	-12	28	0.2	-2.2	7	2.6	3
C=CCSc1nc(N)c(NC(=O)c2ccco2)c(=O)[nH]1	6	-0.7	2	3	-0.3	-2.1	-5	-0.3	-6
C[C@H]1COC(=O)[C@H](CC(=O)OC(C)(C)C)C/C=C\C[C@H](CC(=O)N(CCO)Cc2ccccc2)C(=O)N1	-3	1.5	-7	-5	-1.3	-3.5	-6	1.3	-1
COc1cc(OC)cc(C(=O)O/N=C(\N)c2ccncc2)c1	-3	0.8	2	-10	0.1	-5.2	-2	2.0	0
Cn1c(=O)c2c(nc(-n3ccnc3)n2C)n(C)c1=O	0	x	8	-1	-0.5	-0.4	-6	1.0	-1
O=C(COC(=O)/C=C/c1ccccc1[N+](=O)[O-])NCC1CCCO1 (stereo not given)	-6	-0.1	0	-5	0.5	-0.2	-9	-0.7	-2
O=C(NCc1ccc(F)cc1)C(C(=O)NCc1ccc(F)cc1)c1ncc(C(F)(F)F)cc1Cl	0	1.2	2	2	-1.5	-2.5	24	0.3	-8
COC(=O)c1ccc(-c2nc(CN3CCN(Cc4cccc(C)c4)CC3)c(C)o2)cc1	0	-0.3	-3	9	2.2	-2.6	-5	0.9	6

The last two records of the part above come first, to join the parts:
SMILES	PrPC surface inh	TcdB inh	BoNT-F LC inh	Yp Topo-I inh	BoNT-A LC inh2	FadD28 binding	CCHFV vOTU inh	PfHsp40 yeast	Anthrax LF prot
O=C(NCc1ccc(F)cc1)C(C(=O)NCc1ccc(F)cc1)c1ncc(C(F)(F)F)cc1Cl	0	1.2	2	2	-1.5	-2.5	24	0.3	-8
COC(=O)c1ccc(-c2nc(CN3CCN(Cc4cccc(C)c4)CC3)c(C)o2)cc1	0	-0.3	-3	9	2.2	-2.6	-5	0.9	6
Cc1cc(C)cc(OC2CCCCC2NS(=O)(=O)c2ccccc2)c1 (stereo not given)	1	0.9	0	21	-1.0	-8.1	6	-0.4	-2
O=C(Nc1nc2ccc(F)cc2s1)C1CCN(S(=O)(=O)c2cc([N+](=O)[O-])ccc2Cl)CC1	5	1.6	-23	-21	-1.5	-2.2	9	0.1	-3
CCC(C(=O)Nc1cccnc1Cl)c1ccccc1 (stereo not given)	11	1.1	15	-3	1.3	0.7	1	0.9	-2
CCN(CCNC(=O)C1CCN(Cc2nc(-c3cccc(Cl)c3)oc2C)CC1)c1ccccc1	-13	x	-4	19	-0.1	-6.5	3	0.4	-10
O=C(CN1CCN(c2ccccc2F)CC1)NC(=O)NCc1ccco1	5	-0.3	-6	1	-0.3	-0.5	-13	-0.1	-5
O=C(CSc1nc2ccccc2n1CCc1ccccc1)NC1CCS(=O)(=O)C1 (stereo not given)	0	x	0	11	2.2	-5.3	2	-0.6	-4
CC(C)(C)c1ccc(NC(=S)NCc2cccnc2)cc1	5	1.0	u	0	3.1	0.3	-2	0.2	-1
